# Bioassay records deposited in PubChem by several laboratories.
# LYP phosphatase = PTPN22 lymphoid phosphatase activity blockers – biochemical, fluorescence intensity, uHTS (AID 1779). recombinant LYP phosphatase, fluorescence intensity; higher % means a stronger effect. inhibition, % at 11.5 µM, or IC50 in µM where a hit was titrated. hit rate 0.054% among 290,000; in the data active means inhibition above about 50%;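 further: plate controls were vehicle with enzyme for no effect and no enzyme for full effect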
# NTR1 ag = NTR1-driven beta-arrestin-GFP spot formation – imaging, U2OS cells, high content, primary screen (AID 493036); hit rate 0.17% among 330,000; P30989; activation, % at 20 µM; agonist mode;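 active means activation at or above 40% of the spot to cytoplasm intensity ratio, with at least 20 cells analyzed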;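 further: 0% = DMSO without peptide and 100% = 100 nM NTR1 peptide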
# Target sequence (P30989 whole entry, looked up): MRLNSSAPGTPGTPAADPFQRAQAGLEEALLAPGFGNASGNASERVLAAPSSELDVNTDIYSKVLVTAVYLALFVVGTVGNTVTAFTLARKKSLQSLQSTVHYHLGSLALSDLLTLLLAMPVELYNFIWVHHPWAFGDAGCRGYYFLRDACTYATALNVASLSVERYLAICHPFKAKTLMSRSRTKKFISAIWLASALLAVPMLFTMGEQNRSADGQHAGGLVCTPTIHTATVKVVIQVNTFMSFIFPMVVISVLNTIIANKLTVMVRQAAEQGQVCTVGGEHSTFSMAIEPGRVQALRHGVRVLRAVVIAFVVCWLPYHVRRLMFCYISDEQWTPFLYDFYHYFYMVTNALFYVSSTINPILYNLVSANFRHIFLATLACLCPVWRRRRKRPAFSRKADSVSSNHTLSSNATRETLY
# MgcRacGAP inhibition = MgcRacGAP GTPase-activating activity inhibitors, confirmation, biochemical, ADP Hunter fluorescence; MgcRacGAP-stimulated Rac1 GTP hydrolysis, ADP Hunter fluorescence; higher % means a stronger effect; GST-tagged Rac1 F28L mutant substrate; inhibition, % at 30 µM, or IC50 in µM where a hit was titrated; hit rate 0.6% among 340,000;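 active means first-screen hits whose inhibition reached a set limit at any dose in the follow-up dose series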;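 further: fluorescence reports GDP produced by GAP-driven GTP hydrolysis; strong numbers were not always called active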
# HIV peptide binding = cell-free HIV fusion peptide-binding blockers – biochemical, uHTS, fluorescence dequenching, primary screen (AID 1986); cell-free peptide binding, fluorescence dequenching, 30 min; higher % means a stronger effect; one-dose inhibition, % at 20 µM; IC50 in µM for titrated hits; hit rate 0.3% among 290,000; in the data active means inhibition mostly above about 52%, no sharp cut-off; inactive means mostly below about 76%; further: some results filed as inactive read as strong as hits
# GPR35 antagonists = GPR35 antagonists blocking zaprinast-driven arrestin recruitment, primary screen, imaging, U2OS, beta-arrestin-GFP, zaprinast agonist (AID 2058). hit rate 0.052% among 290,000. U2OS GPR35 beta-arrestin-GFP translocation imaging, zaprinast antagonism; higher % means a stronger effect. one-dose inhibition, % at 10 µM; IC50 in µM for titrated hits;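 active means inhibition of at least 50% with at least 30 cells and total cytoplasm GFP at most 10,000,000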
# Salmonella PhoP GFP = PhoP-dependent GFP reporter repression – Salmonella Typhimurium, primary screen (AID 1863). S. Typhimurium PhoP-regulated promoter GFP reporter, 4 h; higher % means a stronger effect. inhibition, % at 50 µM, or IC50 in µM where a hit was titrated. hit rate 0.16% among 300,000;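 active means inhibition over 29.93%, a cutoff 3 SD above the screen mean, later confirmed by dose response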;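 further: 0% = low Mg2+ inducing control and 100% = high Mg2+ repressing control; strong numbers were not always called active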
# SIAH1 antagonists = Siah-1 peptide-binding antagonists, primary screen, biochemical, fluorescence polarization, rhodamine-plectin, uHTS (AID 1817) | Siah-1 / rhodamine-plectin peptide fluorescence polarization; higher % means a stronger effect | displacement, % at 20 µM; hits with a dose series show IC50 in µM | hit rate 0.02% among 290,000;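 active means displacement of at least 50% at 20 µM, with a fluorescence ratio check between 0.3 and a set limit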;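 further: plate controls were Siah plus tracer with DMSO for no effect and tracer alone without Siah for full effect; strong numbers were not always called active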
# GPR55 antagonists = GPR55 antagonists blocking LPI-driven arrestin recruitment, primary screen, imaging, U2OS, beta-arrestin-GFP, LPI agonist (AID 2013) | U2OS GPR55 beta-arrestin-GFP translocation imaging, LPI antagonism; higher % means a stronger effect | inhibition, % at 10 µM, or IC50 in µM where a hit was titrated | hit rate 0.13% among 290,000;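 active means spots per cell inhibited over 60%, with over 100 cells counted and total cytoplasm intensity under 500,000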;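 further: U2OS cells stably carrying GPR55 and arrestin-GFP stimulated by 5 µM LPI near EC80; imaged beta-arrestin-GFP aggregate spots per cell after agonist stimulation; plate controls were LPI-stimulated DMSO wells for no effect and DMSO wells without LPI for full effect; some results filed as inactive read as strong as hits; confirmed hits need IC50 under 10 µM and bright autofluorescent wells are also inconclusive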
# Myeloid diff 2 = myeloid differentiation induction | ER-HoxA9 myeloid progenitors, lysozyme-GFP differentiation, flow cytometry | calls only at 10 µM | hit rate 1% among 360,000;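 active means normalized GFP-positive differentiation at or above the plate's own cutoff, the solvent-only control mean plus 3 SD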;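 further: cells exposed to compound for four days before flow analysis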
# NTR1 ag cell count 20 µM = second read-out of NTR1 ag, no call of its own (marks repeat the call); cell count; measured here: cell count, cytotoxicity flag
# Myeloid diff 2 GFP+ MAC1+ % = also measured in Myeloid diff 2; calls as there; GFP+ MAC1+ double positive, %; measured here: differentiation confirmed by MAC1 staining
# The depositor's hits bear a star; i = inactive; . = no result given; + = active, no number.
# Below each SMILES – LYP phosphatase	NTR1 ag	NTR1 ag cell count 20 µM	MgcRacGAP inhibition	HIV peptide binding	GPR35 antagonists	Salmonella PhoP GFP	SIAH1 antagonists	GPR55 antagonists	Myeloid diff 2	Myeloid diff 2 GFP+ MAC1+ %
- CC(C)[C@H](NC(=O)N1CCn2c1nc1ccccc12)C(=O)NC1CC1
→ -8.6%	0.4	75	3.8%	1.5%	11.6%	-4.5%	3.5%	-2.0%	i	0.5
- Cc1cccn2c(=O)c3cc(C(=O)NCCc4ccccc4)sc3nc12
→ -6.7%	8.0	69	16.1%	0.9%	4.2%	-13.2%	17.0%	-5.5%	i	0.5
- CS(=O)(=O)N1CCc2cc(C(=O)O)ccc21
→ -8.1%	-0.1	56	7.0%	-1.3%	38.4%	-14.8%	-6.8%	-3.4%	i	0.6
- CC1CCC(NC(=O)CCS(=O)(=O)c2ccc3c(c2)NC(=O)CS3)CC1 (configuration not stated)
→ -7.8%	0.2	65	6.4%	1.2%	-3.2%	4.8%	2.5%	-5.1%	i	0.8
- O=S(=O)(Nc1cccc(F)c1)c1cccc2nsnc12
→ -8.5%	-0.7	68	5.8%	-2.5%	-2.9%	-1.9%	1.2%	7.4%	i	0.3
- O=C(O)CCc1ccc(-c2ccc(Cl)cc2)n1CC(=O)O
→ 0.5%	1.0	58	6.3%	-1.1%	22.8%	9.9%	6.0%	1.4%	i	6.0
- COc1ccccc1Nc1nc(N)nc(CSc2ncccn2)n1
→ -8.6%	-1.8	89	11.4%	-2.0%	0.5%	2.2%	1.2%	4.0%	i	0.8
- C=CCOC(=O)/C=C/C(=O)NC(N)=O
→ -5.9%	-1.6	55	-2.2%	2.1%	5.4%	-3.0%	17.2%	11.7%	i	0.3
- COn1c(=O)c(-c2cccc(Br)c2)[n+]([O-])c2ccccc21
→ 1.7%	-0.9	55	9.3%	3.1%	-0.8%	-7.2%	1.9%	7.0%	i	0.3
- COc1ccc(-c2nc3ncccc3o2)cc1NC(=O)c1cccs1
→ -3.2%	2.1	55	6.4%	-0.1%	3.9%	4.1%	-4.0%	-3.4%	i	0.0
- NS(=O)(=O)c1ccc(N/N=C/c2ccc(C(=O)O)cc2)c([N+](=O)[O-])c1
→ 1.1%	-1.3	64	-5.0%	-1.6%	1.9%	-11.6%	-3.5%	2.7%	i	0.9
- C=CCNC(=S)N1CCc2[nH]c3ccccc3c2C1
→ -6.7%	2.1	47	.	-1.1%	-1.0%	-8.3%	-0.1%	-8.2%	i	0.7
- Cc1cc(NC(=O)Nc2ccc(Cl)c(Cl)c2)n(-c2ccccc2)n1
→ -2.2%	0.0	48	2.6%	-0.7%	9.1%	-5.3%	-4.2%	-0.4%	i	0.4
- Cc1cc(=O)oc2cc(OCC(O)Cn3ccnc3)ccc12 (configuration not stated)
→ -9.6%	0.2	65	-2.5%	-1.5%	11.0%	7.0%	0.9%	4.1%	.	.
- O=C(NCCOc1ccccc1)C1CCC(=O)N(CCN2CCOCC2)C1 (configuration not stated)
→ -14.3%	-0.2	70	-10.1%	-0.2%	-4.1%	9.5%	-3.1%	-5.7%	i	0.0
- CC1CC(C)(C)NC(=S)N1CCC(=O)N1c2ccccc2CC1C (configuration not stated)
→ 0.5%	-0.2	55	-5.0%	-1.3%	-5.0%	-4.5%	-2.7%	-6.6%	i	0.8
- COC(=O)CSc1nc(NC#N)nc(NC(C)(C)C)n1
→ -6.8%	2.5	69	11.4%	2.1%	7.2%	-11.8%	0.1%	12.0%	i	0.3
- Cc1ccc(S(=O)(=O)/N=C(/Nc2ccc3[nH]c(=O)[nH]c3c2)c2ccc(F)cc2)cc1
→ -1.2%	0.4	96	3.3%	0.4%	-19.9%	3.9%	4.5%	10.9%	i	0.4
- COc1cccc(/C=C2\SC(=S)N(CCCC(=O)NC3=NCCS3)C2=O)c1
→ 5.3%	2.3	61	6.8%	18.2%	10.4%	-2.1%	-4.4%	-0.6%	i	5.7
- Fc1ccccc1Cn1cnc(NC(=S)NCCc2ccccc2)n1
→ -6.3%	1.7	48	.	-1.3%	9.8%	0.8%	-3.0%	6.6%	.	.

# Structural class: the compounds so far with a thiophene ring, fused or not (two)
# Below each SMILES – LYP phosphatase	NTR1 ag	NTR1 ag cell count 20 µM	MgcRacGAP inhibition	HIV peptide binding	GPR35 antagonists	Salmonella PhoP GFP	SIAH1 antagonists	GPR55 antagonists	Myeloid diff 2	Myeloid diff 2 GFP+ MAC1+ %
- Cc1cccn2c(=O)c3cc(C(=O)NCCc4ccccc4)sc3nc12
→ -6.7%	8.0	69	16.1%	0.9%	4.2%	-13.2%	17.0%	-5.5%	i	0.5
- COc1ccc(-c2nc3ncccc3o2)cc1NC(=O)c1cccs1
→ -3.2%	2.1	55	6.4%	-0.1%	3.9%	4.1%	-4.0%	-3.4%	i	0.0

# (next part)
# Below each SMILES – LYP phosphatase	NTR1 ag	NTR1 ag cell count 20 µM	MgcRacGAP inhibition	HIV peptide binding	GPR35 antagonists	Salmonella PhoP GFP	SIAH1 antagonists	GPR55 antagonists	Myeloid diff 2	Myeloid diff 2 GFP+ MAC1+ %
- O=C(CC1Sc2ccccc2NC1=O)OCC(=O)N1CCc2ccccc21 (configuration not stated)
→ -10.7%	1.3	85	6.4%	3.3%	-2.3%	5.0%	-5.5%	-2.7%	i	0.9
- Cc1ccc(S(=O)(=O)N(C)CC(=O)N/N=C/c2ccc(C)o2)cc1
→ -3.6%	0.8	70	2.4%	-3.5%	-3.0%	-6.9%	-1.4%	6.6%	i	0.3
- Cc1nc(SCC(=O)Nc2ccc(N3CCOCC3)cc2)nc(C)c1C
→ -9.0%	-1.7	34	6.8%	-2.3%	11.6%	19.3%	-8.2%	-10.8%	i	2.5
- CC(C)COC(=O)n1c(SCC(N)=O)nc2ccccc21
→ -6.9%	1.2	58	7.6%	-1.1%	7.1%	-7.5%	-3.7%	7.4%	i	0.3
- CCOC(=O)CN1c2ccccc2NC(=O)CC1C (configuration not stated)
→ -9.7%	0.7	55	3.5%	3.8%	7.6%	-1.7%	3.3%	1.8%	i	1.4
- COc1ccc(C(=O)N2CC(=O)Nc3ccccc32)cc1S(=O)(=O)N1CCOCC1
→ -9.8%	2.7	61	10.9%	1.9%	2.0%	-10.4%	13.6%	7.3%	i	0.6
- CSCCC(NC(=O)c1ccc(Cl)cc1)C(=O)OCC(=O)Nc1ccc(C#N)cc1 (configuration not stated)
→ -2.7%	-0.4	69	5.7%	-3.3%	10.2%	-0.4%	-3.1%	4.3%	i	0.9
- CN(C)CCCOC(=O)Cc1ccc(Cl)cc1
→ -4.8%	0.7	42	15.7%	-1.6%	14.8%	7.5%	-6.6%	-7.8%	i	0.8
- CN(C)C(=O)Cn1c(SCC(=O)NC2CCCCC2)nc2ccccc21
→ 1.9%	0.6	52	4.7%	2.4%	-0.9%	2.6%	2.3%	-0.7%	i	8.2
- CCC1CN(S(=O)(=O)c2cc(-c3cc(C)no3)ccc2OC)c2cc(C)ccc2O1 (configuration not stated)
→ 0.5%	0.9	56	8.3%	0.1%	15.5%	-12.0%	2.5%	-3.5%	i	9.1
- O=C(NC(=O)c1ccccc1)Nc1ccc(Cl)cn1
→ -7.8%	-0.6	61	4.9%	-1.3%	18.7%	-5.4%	-1.4%	-0.4%	i	1.3
- CCOc1ccc(S(=O)(=O)N2CCN(S(=O)(=O)c3ccc(OCC)cc3)C(C)C2)cc1 (configuration not stated)
→ -4.7%	4.3	87	10.5%	1.0%	-3.2%	3.3%	-4.1%	11.0%	i	1.1
- CN(Cc1ccco1)S(=O)(=O)c1nnc(NC(=O)c2ccccc2Cl)s1
→ -4.0%	-0.3	54	14.9%	12.0%	-7.4%	4.5%	6.2%	15.8%	i	1.2
- CN(C)C(CNc1ccc(C(N)=O)cc1[N+](=O)[O-])c1ccccc1 (configuration not stated)
→ -3.8%	2.3	42	-2.9%	-1.4%	5.0%	6.3%	-2.9%	-5.5%	i	2.8
- COCCN1C=C2C(=O)C(C)(OC(=O)CCC(=O)OC)C(=O)C(Br)=C2C=C1c1ccc(OC)cc1 (configuration not stated)
→ .	-0.8	62	1.6%	.	.	12.0%	.	.	i	0.8
- O=C(NC1CCCCC1)C(c1ccc(F)cc1)N(Cc1ccco1)C(=O)CN1C(=O)c2ccccc2S1(=O)=O (configuration not stated)
→ -1.1%	3.0	41	10.5%	1.0%	9.1%	-3.0%	3.6%	0.5%	i	0.4
- Cn1nnnc1SCC(=O)Nc1ccccc1C(N)=O
→ -2.8%	0.3	41	10.8%	-0.7%	0.4%	17.3%	-0.8%	8.6%	i	0.4
- CC(C)c1csc(CN2CCN(Cc3ccc(F)c(F)c3)C(CCO)C2)n1 (configuration not stated)
→ -1.4%	0.9	38	2.5%	0.6%	-9.9%	-5.5%	0.4%	1.2%	i	0.2
- COc1cc(/C=C/C(=O)O)cc(S(=O)(=O)Nc2cc(Cl)c(Cl)cc2Cl)c1OC
→ 0.9%	0.1	53	-5.9%	47.1%	1.7%	-10.1%	-1.0%	2.5%	i	1.0
- CCOC(=O)N1CCN(S(=O)(=O)c2c(C(=O)N3CCCCC3)c(C)n(C)c2C)CC1
→ -5.3%	0.8	78	5.3%	1.0%	-2.0%	3.3%	1.5%	1.1%	+	11.3*

# Next compounds follow.
SMILES | LYP phosphatase | NTR1 ag | NTR1 ag cell count 20 µM | MgcRacGAP inhibition | HIV peptide binding | GPR35 antagonists | Salmonella PhoP GFP | SIAH1 antagonists | GPR55 antagonists | Myeloid diff 2 | Myeloid diff 2 GFP+ MAC1+ %
COc1ccccc1C(=O)C1CCCN(C(=O)c2ccccn2)C1 (configuration not stated) | -4.5% | -0.7 | 100 | 4.6% | -0.8% | 12.8% | -4.9% | 2.0% | -3.7% | i | 0.1
Cc1nc2ccc(S(=O)(=O)NC(C(=O)N3CCC(C)CC3)C(C)C)cc2s1 (configuration not stated) | -7.4% | 6.5 | 56 | 2.1% | 0.9% | 4.3% | -15.6% | 0.9% | 71.8% | i | 2.0
CCN(Cc1ccccc1)S(=O)(=O)c1cn(C)cn1 | -6.6% | -0.8 | 68 | -13.8% | -0.7% | -1.7% | 8.7% | 25.5% | -5.4% | i | 2.6
C=CCn1c2ccccc2c2nnc(SCC(=O)Nc3cc(C)on3)nc21 | -2.2% | 0.2 | 78 | 7.9% | 2.0% | -7.2% | 2.8% | 1.7% | -1.6% | i | 0.7
